# Screening data deposited in PubChem by several laboratories.
# KCNK9 inh: inhibitors of human KCNK9 two-pore domain potassium channel; HEK293 KCNK9, FluxOR thallium flux fluorescence; hits give low values; hit rate 1.2% among 310,000; B-score at 10 µM;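 active = ratio B-score over 3 SD below the library mean, with starting fluorescence within 5 SD of its mean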;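 note: negative B-score means less thallium flux so channel inhibition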
# Target sequence (Q9NPC2 whole entry, looked up, the tested form may be a part): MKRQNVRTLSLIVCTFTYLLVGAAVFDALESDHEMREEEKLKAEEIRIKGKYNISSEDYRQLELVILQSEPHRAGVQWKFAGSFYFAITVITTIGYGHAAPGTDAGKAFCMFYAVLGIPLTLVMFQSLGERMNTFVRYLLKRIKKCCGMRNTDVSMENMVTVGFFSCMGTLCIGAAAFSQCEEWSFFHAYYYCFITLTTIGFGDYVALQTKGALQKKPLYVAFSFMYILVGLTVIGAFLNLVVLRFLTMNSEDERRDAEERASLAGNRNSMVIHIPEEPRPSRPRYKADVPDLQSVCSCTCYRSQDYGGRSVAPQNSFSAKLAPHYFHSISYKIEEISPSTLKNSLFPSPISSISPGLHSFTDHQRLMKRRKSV
# KCNQ1 inh: human KCNQ1 channel inhibition. P51787. CHO-K1 KCNQ1, FluxOR thallium flux fluorescence; hits give high values. B-score at 10 µM. hit rate 1.3% among 310,000;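 active = compounds whose thallium flux B-score, printed positive for inhibition, exceeds three library SD while starting fluorescence stays within three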;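 note: channel opened by potassium depolarization with thallium stimulus after 20 min compound exposure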
# Target sequence (P51787 whole entry, looked up): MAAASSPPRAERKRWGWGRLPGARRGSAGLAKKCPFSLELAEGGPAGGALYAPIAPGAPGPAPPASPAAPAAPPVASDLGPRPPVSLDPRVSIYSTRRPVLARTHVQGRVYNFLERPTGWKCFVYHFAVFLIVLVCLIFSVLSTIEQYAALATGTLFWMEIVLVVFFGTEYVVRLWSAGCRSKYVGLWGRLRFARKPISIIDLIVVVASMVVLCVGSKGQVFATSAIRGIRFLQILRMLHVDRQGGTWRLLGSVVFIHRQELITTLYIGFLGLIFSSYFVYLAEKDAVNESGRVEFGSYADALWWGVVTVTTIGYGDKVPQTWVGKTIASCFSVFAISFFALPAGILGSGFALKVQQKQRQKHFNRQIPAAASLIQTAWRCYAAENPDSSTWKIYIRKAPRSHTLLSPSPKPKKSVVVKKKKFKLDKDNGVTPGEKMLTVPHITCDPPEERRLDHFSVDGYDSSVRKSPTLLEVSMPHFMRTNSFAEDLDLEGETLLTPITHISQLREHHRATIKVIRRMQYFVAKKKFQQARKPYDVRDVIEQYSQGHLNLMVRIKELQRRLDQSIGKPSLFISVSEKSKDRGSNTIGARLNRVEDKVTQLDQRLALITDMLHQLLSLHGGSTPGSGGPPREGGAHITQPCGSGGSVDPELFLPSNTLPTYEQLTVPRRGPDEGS
# TRPC4 potent: allosterically enhances the mouse TRPC4 cation channel. Q9QUQ5. HEK293 TRPC4beta/mu-opioid, DAMGO EC20, Fluo-4 Ca2+ flux; hits give high values. B-score at 10 µM. hit rate 0.42% among 310,000;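 active = B-score of calcium response area above 5 SD of library B-scores, with initial fluorescence ratio within 5 SD of library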;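 note: B-score of integrated fluorescence ratio over time as area under calcium response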
# Dyrk1A ADPGlo: blocks rat Dyrk1A kinase activity | Q63470 | ADP-Glo luminescence, NFATc1 peptide | inhibition, % at 12.5 µM | hit rate 0.43% among 310,000 | AID 504441; in the data active = inhibition above about 50%;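 note: plate controls were vehicle with enzyme for no effect and no enzyme for full effect; many of its hits are not listed in these tables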
# KCNQ1 act: human KCNQ1 channel potentiation or activation. P51787. CHO-K1 KCNQ1, thallium flux FluxOR fluorescence; hits give high values. B-score at 10 µM. hit rate 0.35% among 310,000;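 active = fluorescence ratio B-score, a plate-corrected score, at least three library SD, with initial intensity B-score within 5 SD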
#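 Assay system: CHO-K1 cells stably expressing KCNQ1; Medium: assay buffer with matched DMSO; Also added: K+/Tl+ depolarizing stimulus; Dosing: single dose; Timing: dye 90 min, compound 20 min, room temperature; Measured by: kinetic FluxOR thallium fluorescence, 10-s 1-Hz baseline, 110-s post-stimulus read; Read-out: peak-minus-minimum fluorescence over initial fluorescence, negative-control normalized, B-scored.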
# TRPC4 act: opens the mouse TRPC4 cation channel; B-score at 10 µM; HEK293 TRPC4beta/mu-opioid, Fluo4 calcium fluorescence; hits give high values; Q9QUQ5; hit rate 0.49% among 310,000;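 active = B-score above 5 SD of library B-scores, and initial fluorescence ratio not above library mean plus 5 SD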;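 note: positive B-score marks a calcium rise read as TRPC4 activation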
#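 System – HEK293 cells stably co-expressing mouse TRPC4beta and mu-opioid receptor · Signal – Fluo4 calcium-sensitive dye fluorescence, kinetic, 1 Hz baseline · Benchmarks – buffer (low) and maximal DAMGO (high) · Read-out – B score of integrated fluorescence ratio per well · Incubation – dye loading 45 min room temperature, 110 s kinetic read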
# KCNK3 block: human KCNK3 channel inhibition, primary screen; O14649; CHO-KCNK3 thallium flux, FluxOR fluorescence; hits give low values; B-score at 10 µM; hit rate 0.84% among 340,000; AID 602410;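 active = B-score under library mean minus 4 SD, starting fluorescence ratio at most library mean plus 5 SD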;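 note: more negative B-score means stronger inhibition of thallium flux through KCNK3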
# PolyA inhibitor: yeast polyadenylation inhibition. calls only at 12 µM. S. cerevisiae SKY197-pL101 polyadenylation reporter, beta-gal luminescence; efflux-impaired pdr1/pdr3 knockout yeast; score 100 = 6 SD above DMSO. hit rate 0.02% among 300,000;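 active = lowest replicate activity score at least 50, where 100 means six control SD above control mean; inconclusive = lowest score under 50 but half or more replicates reach 50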;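 note: yeast exposed to compound for 9 h at 30 °C; higher score means more reporter readthrough which indicates perturbed polyadenylation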
# TRPC4 inh: TRPC4 (mouse) channel inhibition. Q9QUQ5. HEK293 TRPC4beta/mu-opioid, DAMGO-evoked Fluo4 calcium flux; hits give low values. B-score at 10 µM. hit rate 0.39% among 300,000. AID 2247;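 active = B-score over 3 SD under the library average, no early fluorescence shift, positive overall ratio signal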
#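 Assay system – HEK293 line stably carrying TRPC4beta and mu-opioid receptor · Doses – single dose · Detection – Fluo4 calcium-dye fluorescence, kinetic read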
# hERG protect: shields human hERG channel from block by proarrhythmic agents; Q12809; CHO-hERG, FluxOR thallium flux, dofetilide IC70 present; activation (rescue from dofetilide block), less the hit threshold, % at 10 µM; hit rate 0.51% among 310,000;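 active = activation above the mean of controls blocked by dofetilide plus 5 SD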;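 note: thallium influx through hERG after potassium depolarization seen as dye fluorescence rise; in these data hits start at about 4.7%; inactives centre near -7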
# Platelet DG rel: modulates dense granule release in human platelets; AID 1663; human platelet-rich plasma, SFLLRN dense granule ATP release, luminescence; hit rate 0.22% among 300,000; inhibition, %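 (compounds screened at 7.5 µM in platelet-rich plasma)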;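 active = mean replicate score, as percent of positive control, at or above 50; inconclusive = mean below 50 but at least one replicate at or above 50; inactive = mean and every replicate below 50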
# The depositor's hits bear a star; i = inactive; ? = inconclusive; / = no result given. This is a subset; rates above refer to the full screens.
compound	TRPC4 potent	PolyA inhibitor	KCNK9 inh	TRPC4 inh	KCNQ1 act	KCNK3 block	Dyrk1A ADPGlo	hERG protect	Platelet DG rel	KCNQ1 inh	TRPC4 act
COc1cc(N2CCCC2)c(OC)cc1C=O	i	i	i	i	i	i	40	-19	-3	i	i
CCCCn1nc2cc(C(=O)NCc3ccccc3)ccc2c1OCC	i	i	i	/	i	i	-3	-1	2	i	i
O=C(OCC(=O)N(C1CCCCC1)C1CCCCC1)c1ccco1	i	i	i	i	i	i	0	-14	12	i	i
O=C(NNc1ccc(C(F)(F)F)cc1[N+](=O)[O-])c1ccc(NS(=O)(=O)c2ccc(F)cc2)cc1	i	i	i	i	i	i	3	-9	-4	i	i
Cc1ccc(NC(=O)Cn2nnc(C(=O)Nc3ccc(F)c(Cl)c3)c2N)cc1	i	i	i	i	i	i	1	-3	1	i	i
COc1cccc(/C=N/NC(=O)CNC(=O)CCc2ccccc2)c1O	i	i	i	i	i	i	0	-15	16	i	i
COc1cc(NC(=O)c2cccs2)c(C(=O)OCC(=O)NCc2ccccc2)cc1OC	i	i	i	i	i	i	2	-4	-3	i	i
Cc1ccc(N2C(=O)[C@@H]3C(c4cccnc4)=NO[C@@H]3C2=O)cc1	i	i	i	i	i	i	/	-8	-13	i	i
CCOc1ccccc1N(CC(=O)NCC1CCCO1)C(=O)CCC(=O)Nc1nccs1 (stereo unspecified)	i	i	i	i	i	i	-3	1	5	i	i
O=[N+]([O-])c1ccc(Cl)cc1NCc1cccnc1	i	i	i	i	i	i	/	-8	0	i	i
CC(=O)c1nnn(-c2ccc([N+](=O)[O-])cc2)c1C	i	i	i	i	i	i	-3	-5	-4	i	i
CCOC(=O)CCS(=O)(=O)c1nc(-c2ccccc2)cc(C(F)(F)F)n1	i	i	i	i	i	i	3	-15	?	i	i
CCOC(=O)C1=C(c2ccccc2)N=C2SCC(=O)N2C1c1cccc(OC)c1 (stereo unspecified)	i	i	i	i	i	i	6	-3	8	i	i
Cc1nc(Nc2ccc(S(N)(=O)=O)cc2)sc1C(=O)Nc1ccccc1	i	/	i	i	i	i	2	-4	-12	i	i
CSc1ccc(C(=S)N2CCN(C(c3ccccc3)c3ccccc3)CC2)cc1	i	i	i	i	i	i	8	-16	0	i	i
CC(=O)/C=C(\C)Nc1ccc(-c2cnc(-c3ccccc3)o2)cc1	i	i	i	i	i	i	0	-6	3	i	i
O=C(c1ccccc1NS(=O)(=O)c1ccc(Br)cc1)N1CCOCC1	i	/	i	i	i	i	-6	-3	-3	i	i
COc1ccc(NC(=O)CN(C)C(=O)c2cc3c(s2)CCC3)cc1	i	i	i	i	i	i	-2	-17	-1	i	i
COc1ccc(NC(=O)C2CCCN(S(C)(=O)=O)C2)cc1Cl (stereo unspecified)	i	i	i	i	i	i	-1	-11	-1	i	i
COc1cccc(NC(=O)c2cc3cccc(OC)c3o/c2=N\O)c1	i	i	i	i	i	/	/	-9	17	7*	i
O=C(COC(=O)Cc1ccsc1)Nc1ccc(S(=O)(=O)N2CCOCC2)cc1	i	i	i	i	i	i	2	-8	-2	i	i
CCCc1cc(=O)n(-c2nc3ccccc3s2)[nH]1	i	i	i	i	i	i	5	-11	-2	i	i
N#Cc1cn(CCOc2ccc(F)cc2)c2ccccc12	i	i	i	i	i	i	1	-8	-5	i	i
O=C(c1cc2c(ccc3ccccc32)o1)N1CCCCC1	i	i	i	i	i	-9.1*	7	-1	11	i	i
CCOc1ccc(NC(=O)CNC(=O)c2ccc(OC)cc2)cc1	i	i	i	i	i	i	-5	-9	2	i	i
CCOC(=O)C1CCN(C(=O)c2ccc(Oc3cc(Cl)cc(Cl)c3)o2)CC1	i	i	i	i	i	i	-3	-1	2	i	i
Cc1ccc(NC(=O)Cn2c([N+](=O)[O-])cnc2C)cc1Cl	i	i	i	i	i	i	/	-5	1	i	i
CC1(O)N(CCC(=O)Nc2cccc(F)c2)C(=O)OC12CCCCC2 (stereo unspecified)	i	i	i	i	i	i	-2	0	-10	i	i
CCOc1ccccc1N1CCN(C2=C(NS(=O)(=O)c3cccs3)C(=O)c3ccccc3C2=O)CC1	i	i	-6.6*	i	i	i	-2	-8	1	i	i
CC(OCC(O)CN(C)CCOc1ccccc1)c1ccc(Cl)cc1 (stereo unspecified)	i	i	i	-6*	i	i	3	-10	13	i	i
CCCCc1nc2c(C)c(N)cnc2n1Cc1cccc([N+](=O)[O-])c1	i	i	i	i	i	i	-3	-3	8	i	i
O=C(NCc1cccc(Cl)c1)c1cc(COc2ccc3ncccc3c2)on1	i	i	i	i	i	-13*	-8	-12	-19	13*	i
C=CCN=C1NN=C(c2cc(C)n(CCOC)c2C)CS1	i	i	i	i	i	i	/	-3	5	i	i
COc1cccc(NC(=O)CCCn2nc(C)c3c(C)n(-c4ccccc4)nc3c2=O)c1	i	i	i	i	i	i	0	-12	-7	i	i
COc1ccc2oc(=O)cc(CN3CCN(Cc4ccc(OC)c(OC)c4OC)CC3)c2c1	i	i	i	i	i	i	10	-5	-2	i	i
C=C(C)CN(CC)C(=O)COc1ccc(S(=O)(=O)Nc2ccc(OC)cc2)cc1	i	i	i	i	i	i	-3	-12	3	i	i
COc1cc(Cl)ccc1OCc1cc(C(=O)N2CCCCC2c2cccnc2)no1 (stereo unspecified)	i	i	i	i	i	i	/	-19	6	i	i
CCn1c(CNC(C)=O)nnc1SCC(=O)c1ccc(Br)cc1	i	i	i	i	i	i	-2	-4	4	i	i
CCN(CC1CCCN(CCc2cccc(OC)c2)C1)C(=O)C=C(C)C (stereo unspecified)	i	i	i	i	i	i	5	-8	-3	i	i
CC(C)c1ccc2c(c1)C(c1cccs1)=NNC(c1ccncc1)=N2	i	i	-7.4*	i	i	i	-2	-5	12	i	i
Cc1ccc(C)c(N(CC(=O)NC2CCCC2)C(=O)CCC(=O)Nc2cc(C)on2)c1	i	i	i	i	i	i	-2	-8	9	i	i
N#CCCN(Cc1ccccc1)C(=S)NC(=O)c1ccccc1	i	i	i	i	i	i	10	-2	0	i	i
Cc1ccc(/C=N/Nc2cccc3cccnc23)c(O)c1	i	i	i	i	i	i	-2	-9	10	i	i
COc1ccc(N2CCN(C(=O)Nc3ccc(S(=O)(=O)N(C)C)cc3)CC2)cc1	i	i	i	i	i	i	1	-9	0	i	i
CCOc1ccc(NC(=O)CSc2nnc(-c3cc(C)[nH]n3)n2N)cc1	i	i	i	i	i	i	3	-6	4	i	i
C=CCn1c(=O)c(C(=O)Nc2ccc(C)cc2)c(O)c2ccccc21	i	i	i	i	i	i	/	-7	5	i	i
COc1cc(/C=N\NC(=O)C(C)(C)O)ccc1OC/C=C/c1ccccc1	i	i	i	i	i	i	1	-9	-2	i	i
COc1ccc(OC)c(N2C(=O)CCCC2=O)c1	i	i	i	i	i	i	2	-12	9	i	i
Cc1c(N=C2N=C(NC(=O)NC(C)(C)C)c3ccccc32)c(=O)n(-c2ccccc2)n1C	i	i	i	i	i	i	4	-3	2	i	i
O=C(N/N=C/c1ccc(Br)cc1)c1ccc(F)cc1	i	i	i	i	i	i	-2	-11	11	i	i
O=C(Nc1ccc(NC(=O)c2cccs2)cc1)c1ccc2c(c1)OCO2	i	i	i	i	i	i	-6	-6	0	i	i
Cc1cc(Cl)ccc1OC(C)C(=O)NN1C(=O)c2ccccc2C1=O (stereo unspecified)	i	i	i	i	i	i	-7	-4	0	i	i
Cc1noc(C)c1COc1ccc(C(=O)NCc2ccccn2)cc1	i	i	i	i	i	i	-4	-3	-5	i	i
O=C(Cc1cc(=O)oc2cc(O)ccc12)N[C@@H](Cc1c[nH]c2ccccc12)C(=O)O	i	i	i	i	i	i	1	0	3	i	i
CN(Cc1ccccc1)C(=O)c1cc2cc(F)ccc2[nH]1	i	i	i	i	i	i	-1	-8	-5	i	i
CCN(CC)CCN1C(=O)C(=O)/C(=C(/O)c2ccc(C)cc2)C1c1ccncc1 (stereo unspecified)	i	i	i	/	i	/	/	-1	6	i	i

# Later entries
compound	TRPC4 potent	PolyA inhibitor	KCNK9 inh	TRPC4 inh	KCNQ1 act	KCNK3 block	Dyrk1A ADPGlo	hERG protect	Platelet DG rel	KCNQ1 inh	TRPC4 act
O=C(Nc1ccc(F)cc1)C1(S(=O)(=O)c2ccc(Cl)cc2)CC1	i	i	i	i	i	i	2	-15	5	i	i
CCOC(=O)C1=C(COC(=O)Cc2ccccc2)NC(=O)NC1C (stereo unspecified)	i	i	i	i	i	i	1	-7	-3	i	i
COc1ccc(-n2c(SCC#N)nc3c(sc(=S)n3-c3ccccc3)c2=O)c(OC)c1	i	i	i	i	i	i	-5	-12	/	i	i
CCc1ccc(-c2csc(NC(=O)C3CCCO3)c2C(=O)OC(C)C)cc1 (stereo unspecified)	i	i	i	i	i	i	15	-5	-1	i	i
CC1CC(C)CN(c2ncc3c(n2)CC(c2ccccc2)CC3=O)C1 (stereo unspecified)	i	i	i	i	i	i	8	-10	-8	i	i
CCOc1ccc(N(Cc2nnc3n2CCCCC3)C(=O)Nc2cccc(C)c2)cc1	i	i	i	i	i	i	0	0	-1	i	i
Cc1cc([N+](=O)[O-])ccc1NC(=O)CN1C2CCC1CC(NC(=O)NC13CC4CC(CC(C4)C1)C3)C2 (stereo unspecified)	i	i	i	i	i	i	0	-15	0	i	i
O=C(O)CC(C(=O)OCCOc1ccccc1)N1CCOCC1 (stereo unspecified)	i	i	i	i	i	i	-7	-3	0	i	i
COC(=O)c1ccc2ncccc2c1	i	i	i	i	i	i	1	-15	0	i	i
CCOc1ccccc1C(=O)NCc1ccc2c(c1)OCO2	i	i	i	i	i	i	22	-7	9	i	i
CCCCCCCCCn1ccc(=N)cc1	i	i	i	i	i	i	-7	-18	5	7*	i
